Screening data: PubChem, several laboratories
Tat export inh: blocks Tat-dependent protein export in E. coli; E. coli MC4100 TorA-mCherry Tat export, fluorescence; inhibition, % at 10 µM; hit rate 0.036% among 340,000;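 active = mean replicate inhibition at least 50% and at least half of replicates individually reaching 50%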;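 also: exported cargo escapes ClpAP degradation while cytoplasmic cargo is degraded and loses fluorescence; 0% = median of neutral control wells and 100% = median of NaSCN control wells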
PfHsp90 set2: reduces growth (ATP signal) of yeast expressing P. falciparum Hsp90; S. cerevisiae expressing PfHsp90, BacTiter-Glo ATP, 48 h; yeast lacking PDR1 and PDR3 efflux regulators; inhibition, % at 9.4 µM; hit rate 0.32% among 310,000;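 active = every replicate shows inhibition above about 80%, whatever the replicate mean, limit read from the data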;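 also: 0% = DMSO neutral controls and 100% = 20 µM radicicol positive controls; yeast relying on Plasmodium falciparum Hsp90 in place of its own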
DSG3 Ab inh: inhibitors of pemphigus antibody binding to human desmoglein-3; AID 588358; DSG3-coupled beads, scFv-anti-DSG3-GFP binding, flow cytometry; hits give low values; hit rate 0.48% among 310,000; binding (percent of control), % at 10 µM;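 active = binding more than 3 SD below its plate's average and above zero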;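 also: hits lower antibody fragment binding to DSG3; some compounds called inactive have numbers as strong as hits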
OPRM1-OPRD1 ag: agonists of human mu-delta opioid receptor heterodimerization; P35372+P41143; cells, OPRM1-OPRD1 heterodimerization, luminescence; activation, % at 9.3 µM; hit rate 0.3% among 340,000; in the data active = activation above about 18%;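 also: 0% = vehicle-treated cells and 100% = reference agonist; values of inactives mirror those of a sister screen read the other way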
Target sequence (P35372 whole entry, looked up): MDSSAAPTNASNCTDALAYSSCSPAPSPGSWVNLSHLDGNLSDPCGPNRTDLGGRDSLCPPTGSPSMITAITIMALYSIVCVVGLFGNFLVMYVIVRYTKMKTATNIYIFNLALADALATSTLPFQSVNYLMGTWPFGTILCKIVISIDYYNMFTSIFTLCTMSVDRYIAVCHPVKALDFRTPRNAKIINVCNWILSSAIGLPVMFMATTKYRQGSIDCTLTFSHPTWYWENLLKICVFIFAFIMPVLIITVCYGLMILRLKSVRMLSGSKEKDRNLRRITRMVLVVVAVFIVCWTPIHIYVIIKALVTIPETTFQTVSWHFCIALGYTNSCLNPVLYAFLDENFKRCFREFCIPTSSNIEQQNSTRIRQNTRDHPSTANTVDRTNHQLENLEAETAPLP
Target sequence (P41143 whole entry, looked up): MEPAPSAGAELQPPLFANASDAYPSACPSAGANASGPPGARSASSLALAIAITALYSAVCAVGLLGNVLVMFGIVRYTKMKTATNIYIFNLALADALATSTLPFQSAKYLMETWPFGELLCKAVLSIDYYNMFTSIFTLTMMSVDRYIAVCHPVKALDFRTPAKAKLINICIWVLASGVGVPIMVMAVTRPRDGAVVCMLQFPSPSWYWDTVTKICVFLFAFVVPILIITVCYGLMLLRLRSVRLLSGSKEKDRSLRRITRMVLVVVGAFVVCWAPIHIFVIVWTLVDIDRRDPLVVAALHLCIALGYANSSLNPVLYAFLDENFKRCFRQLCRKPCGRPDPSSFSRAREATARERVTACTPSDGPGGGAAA
PKA-R1A activ: PKA-R1A complex activation; PKA-R1A dissociation, Cy5-IP20 fluorescence polarization; scaled: DMSO 0%, 113 µM cGMP 100%; activation, % at 11.4 µM; hit rate 0.083% among 340,000;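 active = percent activation above the mean of all tested compounds plus 3 SD, cut at about 19% in these data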;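 also: higher means more PKAc released from R1A so a rise in polarization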
Mot1-301 SUMO: SUMOylation pathway inhibition by Mot1-301 growth rescue. growth rescue, % at 18.8 µM. AID 2716. S. cerevisiae Mot1-301 growth rescue, ATP luminescence, 38.5C; percent above DMSO median, 100 means doubled. hit rate 1% among 320,000;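 active = every valid replicate shows activation above 250% relative to neutral control wells; inactive = the rest, any valid replicate at or below 250%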;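 also: OY570 slx delta 5 strain wells were the positive control but not used for scaling; some compounds called inactive have numbers as strong as hits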
Arr AP2 block: inhibitors of human beta-arrestin and AP2 interaction; FITC-arrestin peptide / GST-AP2 beads, flow cytometry; AP2 beta2 appendage carries R879A mutation; inhibition, % at 10 µM; hit rate 0.31% among 340,000; AID 504490;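 active = inhibition above a set limit, near 3 SD of compounds lacking own fluorescence, cut at about 54% in these data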;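 also: plate controls were DMSO wells for no effect and 5 µM unlabelled arrestin peptide for full effect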
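Test system: GST-tagged AP2 beta2-adaptin appendage (R879A) on 4 µm glutathione beads; also added: fluorescein-tagged arrestin peptide at 50 nM final; timing: 12 min plus 1 h, RT; signal: flow cytometry, FL1 (488/535 nm); read-out: percent drop in bead-associated FITC signal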
Ecoli viability: counter-screen for AddAB inhibitors: E. coli growth inhibition | inhibition, % at 11.9 µM | AID 449728 | E. coli V3065 growth, OD600 absorbance, 18 h | hit rate 0.27% among 330,000;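 active = inhibition above the campaign's mean inhibition across all tested compounds plus 3 SD, cut at about 9.9% in these data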;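 also: uninfected addAB+ strain grown without phage in ampicillin broth; 0% = DMSO wells and 100% = ciprofloxacin 0.95 µg/ml wells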
phage Ecoli inh: E. coli growth loss with phage present | AID 651602 | growth absorbance | inhibition, % at 11.9 µM | hit rate 0.26% among 360,000; in the data active = inhibition above about 11%
OPRM1-OPRD1 inv: inverse agonist of human OPRM1-OPRD1 heterodimerization | P35372+P41143 | cell-based MOR-DOR heterodimer luminescence, inverse agonism | inhibition, % at 9.3 µM | hit rate 0.21% among 340,000; in the data active = inhibition above about 22%, passing the limit was not always enough;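 also: 0% = cells with DMSO and 100% = wells without cells with DMSO; values of inactives mirror those of a sister screen read the other way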
AddAB inh: less growth of phage-infected E. coli with AddAB; hit rate 0.29% among 330,000; inhibition, % at 11.9 µM; E. coli expressing H. pylori AddAB, absorbance growth; in the data active = inhibition above about 12%;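 also: 0% = vehicle wells of infected cells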
An asterisk follows results filed as active; · = no result given; + = active, no number.

Each structure is followed by: Tat export inh, PfHsp90 set2, OPRM1-OPRD1 ag, PKA-R1A activ, AddAB inh, Ecoli viability, phage Ecoli inh, Arr AP2 block, Mot1-301 SUMO, OPRM1-OPRD1 inv, DSG3 Ab inh
O=S(=O)(Nc1ccc(-n2cccc2)cc1)c1ccc(F)cc1
  -0.4, -42.2, 8.6, -1.2, -0.1, 1.5, 3.2, 36.5, 16.5, -44.1, 108.7
Cc1ccc(CNC(=O)CCn2cc(-c3ccc(C)cc3)nc2CCN)cc1
  -1.3, -14.9, -1.7, -5.9, 0.2, -2.1, 2.0, 22.9, +, 9.1, 112.9
N#Cc1c2n(c3c(=O)n(Cc4ccccc4Cl)cnc13)CCCCC2
  9.2, 56.2, 0.0, 7.2, 2.9, 1.8, -0.5, 6.6, -4.1, -0.1, 79.1
NS(=O)(=O)c1ccc(NC(=O)c2ccccc2Cl)cc1
  2.1, 18.6, -3.2, -8.7, 0.4, 0.2, 0.6, 23.3, 4.0, 19.5, 100.0
CCCN1CCC(NC(=S)Nc2ccc([N+](=O)[O-])cc2)CC1
  2.1, 28.8, -0.7, 2.0, 3.0, 2.2, 2.1, 39.7, -4.2, 3.6, 105.2
CSCCC(NC(=O)c1ccccc1Br)C(=O)NNC(=O)c1ccco1 (centres undefined)
  -2.8, 8.3, -6.8, -11.4, -0.9, 1.1, 2.8, -0.3, -12.5, 27.1, ·
Cc1ccc(NC(=O)Cn2cccc2)cc1
  -1.9, -8.2, -2.3, 4.8, -2.6, 0.8, 3.2, -1.6, -3.2, 14.2, 82.2
CSc1c(CC(=O)Nc2ccccc2Cl)n(Cc2ccccc2)c2ccccc12
  -8.8, -27.7, 2.5, -7.3, 3.4, -3.4, 2.5, 2.9, 342.2, -11.2, 119.3
COC(=O)c1c(NS(=O)(=O)c2ccc3ccccc3c2)sc2c1CCCC2
  3.9, 7.0, 1.4, -0.8, -3.6, -2.6, 0.5, 1.7, 4.2, -7.9, 104.9
COc1ccc(S(=O)(=O)N2CCOCC2)cc1C(=O)NC1CCCCCC1
  9.9, -1.4, -3.1, -4.7, 4.2, 2.5, 0.4, 15.1, -10.5, 12.4, 100.5
Cc1ccc(-c2csc(NC(=O)c3cccs3)n2)cc1
  -3.8, -13.5, 0.5, -9.3, 2.2, -2.2, 3.9, -11.8, 20.6, -2.1, ·
Cc1ccc2c(c1)N(CCC(=O)NC1CCCCC1C)C(=O)CO2 (centres undefined)
  1.1, 14.0, -0.8, 0.7, 3.2, -0.9, 3.3, 10.7, 176.5, 4.7, ·
COc1ccc(/C=N/NC(=O)C2(C)NC(C)(C)Cc3ccccc32)cc1 (centres undefined)
  -6.3, -12.2, -1.8, -4.5, 0.6, -0.3, 1.0, 20.9, -8.9, 8.2, ·
CCOc1ccccc1Nc1nc(N)nc(CN(C)C2CCCCC2)n1
  -4.8, -10.6, 0.1, -11.1, -3.5, -3.0, -1.7, -6.7, -9.1, -0.7, 105.9
CC1(C)C(=O)NCCN1C(=O)CCCC(=O)O
  -3.4, -15.5, -0.6, 8.4, 1.2, -1.4, -0.3, -6.2, 9.8, 2.8, 109.4
O=c1cc(CN2CCN(S(=O)(=O)c3ccccc3[N+](=O)[O-])CC2)nc2sccn12
  -1.0, -22.4, -1.5, -8.7, -1.6, -1.9, 2.2, -15.4, 89.4, 7.7, 96.8
O=C(COC(=O)COc1ccccc1)NC1CCCc2ccccc21 (centres undefined)
  0.4, 25.3, 0.0, -0.8, 1.7, -0.3, 2.6, 8.9, -19.0, 0.0, 88.6
CCc1nc(NCCCn2ccnc2)c2oc3ccccc3c2n1
  20.7, -10.1, -1.1, 3.5, -1.0, 0.9, -0.3, -1.8, -5.8, 5.9, 111.3
CC(C)NC(=S)N1CCN(C/C=C/c2ccccc2)CC1
  8.0, 14.3, -2.0, -16.3, 2.6, 0.4, 3.4, -3.8, -14.3, 10.2, 115.4
CCOC(=O)/C(C#N)=C1\Nc2ccccc2N=C1N(CC(C)C)CC(C)C
  27.8, 1.5, 1.8, -0.5, 0.8, 1.1, 0.6, 0.8, -21.8, -10.7, 125.1
O=C(CN1C(=O)c2cccnc2Oc2ccc(Cl)cc21)NC1CCCC1
  1.4, -0.5, -1.3, 10.3, -0.6, 1.9, 2.7, 7.9, -11.6, 6.7, 111.9
COc1ccccc1NS(=O)(=O)c1cccc(C(=O)N2CCN(C/C=C/c3ccccc3)CC2)c1
  2.9, -13.5, -0.3, -5.3, 0.9, -3.0, 1.9, -16.4, -6.4, 1.5, 123.2
O=C(NNc1ncnc2c1cnn2-c1ccc(F)cc1)c1ccco1
  6.9, 23.8, -4.5, -0.7, 3.1, -2.0, -0.6, -15.2, 8.6, 24.3, 116.7
Cc1c(C)n(CC(O)CNc2ccccc2)c2ccccc12 (centres undefined)
  0.7, -82.4, 8.1, 5.3, 3.8, 0.9, 3.4, 8.3, 8.1, -37.4, 99.6
CCOC(=O)CN1C(c2ccccc2O)Nc2ccc(Br)cc2C1c1ccccc1 (centres undefined)
  -2.9, -23.6, 7.8, 0.7, 5.6, -1.2, 4.4, 0.9, 25.2, -47.0, 95.9
CCCCn1c(N)c(N(CCOC)C(=O)CCCc2cccs2)c(=O)[nH]c1=O
  -0.8, -12.1, -0.2, -0.1, -0.3, -0.9, 1.9, 23.5, 2.9, 1.1, 104.4
CCN(Cc1ccncc1)C(=O)Cc1cccs1
  -8.6, -15.2, -1.2, 3.4, 1.8, 0.1, 0.5, 32.0, 551.9, 6.5, 111.7
Cc1ccc(C(=O)N2CCC(C(=O)NCc3cccnc3)CC2)cc1
  -3.2, ·, -0.3, 2.0, 2.8, 0.4, 2.2, -4.2, 0.9, 1.6, 98.9
O=C(Nc1nncs1)C1CC(=O)N(C2CCCC2)C1 (centres undefined)
  -6.2, 4.5, -2.3, -0.1, 1.2, 0.3, 0.0, -3.7, -4.2, 12.1, 92.5
COc1ccc(NS(=O)(=O)c2cccc(C(=O)Nc3cccc(C(=O)O)c3)c2)cc1
  3.9, -1.9, -1.4, -11.8, 1.3, -1.0, 0.9, 0.3, -4.7, 7.1, 117.8
O=C(O)CC1S/C(=N\N=C2CCCCCCC2)N(c2ccccc2)C1=O (centres undefined)
  0.7, 5.0, -1.9, -0.9, 0.9, 0.7, 1.4, 10.8, -3.7, 11.3, 97.9
O=C(NC1CC1)c1nc(Cn2ccc([N+](=O)[O-])n2)no1
  -2.1, -4.6, -0.3, -14.7, 9.5, 6.8, 4.2, -3.2, -12.8, 2.6, ·
CCCNC(=O)CS(=O)Cc1nc(-c2ccc(OC)cc2)oc1C (centres undefined)
  -6.3, -19.2, -1.5, 5.4, -0.8, -2.5, 1.1, 10.0, 20.5, 8.8, 169.6
COc1ccc(Cl)cc1NC(=O)N1CCC(C)CC1
  3.9, 16.2, -0.8, -6.6, 0.8, 0.8, 3.1, 3.8, -3.9, 5.6, 110.3
N/C(CC(=O)Nc1cccc(C(F)(F)F)c1)=N/O
  -3.1, ·, -0.9, -1.6, -0.1, 1.0, -0.6, -5.3, -9.1, 5.1, ·
Cn1cnc([N+](=O)[O-])c1Sc1ccc(Br)cc1
  -3.5, -4.8, -0.5, -2.3, 1.3, -3.7, 2.0, 8.4, 14.0, 3.5, 86.6
COc1ccc(C)cc1S(=O)(=O)N(CC(=O)NCc1ccc(Cl)cc1)Cc1ccccc1
  19.3, -3.7, 5.2, -5.1, 2.2, 1.7, 1.3, -0.1, 13.7, -27.7, 104.4
Clc1ccc(OCCCNCc2ccccc2)c2ccccc12
  -9.5, -2.9, 6.6, -1.1, 1.1, 0.9, 4.4, 3.1, -62.1, -30.4, 110.1
O=C(COc1ccc2c3c(c(=O)oc2c1)CCC3)N[C@@H](CSCc1ccccc1)C(=O)O
  -5.4, -28.3, -2.5, -1.2, 3.4, -1.0, 1.6, 4.9, 7.5, 12.8, 98.5
CCOCCOc1cccc(C(=O)NC(C)c2ccc3ccccc3c2)c1 (centres undefined)
  -3.1, 1.6, -1.2, -5.6, 2.5, -2.6, -1.6, 9.2, -1.7, 5.8, 121.5
Cn1c(=O)n(Cc2ccccc2F)c2ccccc21
  5.1, ·, -0.3, 4.2, 2.7, 2.1, 3.7, -6.5, 17.7, 1.8, ·
CC1(C(=O)O)CCC(C(N)=O)C1(C)C (centres undefined)
  -5.8, 11.0, -2.9, 0.6, 3.5, -0.7, 2.9, 32.5, 61.8, 15.5, 96.9
CCCCC1=CC2=CC(=O)C(C)(OC(=O)CC)C(=O)C2=CN1CCCCO (centres undefined)
  -18.4, 14.9, 4.5, -1.3, 4.2, -1.5, 2.1, 22.5, -4.2, -25.1, 102.0
CCOC(=O)c1cnc2ccc(Cl)cc2c1Nc1ccc(S(=O)(=O)Nc2ncccn2)cc1
  -4.3, 6.7, -0.8, -14.9, 3.4, 0.0, 1.4, -29.2, 9.7, 3.6, 103.6
O=C(Nc1ccccc1)C1CCN(C(=O)c2ccc(Br)cc2)CC1
  -5.1, 5.6, -0.7, -4.3, 5.0, 2.6, 4.3, 9.7, 9.6, 3.6, 99.6
O=C(CNC(=O)c1ccc(Cl)cc1)OCc1nc2ccccc2s1
  2.3, -6.4, -1.0, -4.5, 1.6, 2.0, 5.0, -6.0, 856.6, 4.9, 85.0
CCN(CC)c1ccc(/C=N/N=C(N)N)c(O)c1
  -3.9, 12.8, -0.5, -13.6, 1.5, 0.2, 0.5, 3.3, 123.2, 2.8, 95.3
CCOc1ccc(-c2c(C)n([O-])c3c([n+]2=O)CCCC3)cc1
  -6.3, -24.3, -0.6, 0.9, 2.7, -0.9, 4.5, -5.4, 5.1, 2.6, 100.1
N#CCCN(Cc1ccccc1)C(=S)Nc1ccc(F)cc1
  -0.1, -3.8, ·, ·, 4.5, 1.1, 2.9, -17.1, 24.3, ·, 98.7
CC(C)(C)c1nc2c(s1)CCc1onc(-c3ccc(Cl)cc3)c1-2
  4.7, -3.9, -3.6, -6.7, 3.2, 1.2, 3.8, -12.4, -3.9, 16.7, 101.4
COc1cc(/C=C/C(=O)OCC(=O)Nc2cc(C(F)(F)F)ccc2N2CCOCC2)ccc1O
  -2.7, -12.7, 17.5, -4.6, -0.4, -5.5, 1.9, 10.9, 41.6, -91.9, 98.4
CCN(CC)S(=O)(=O)c1cccc(C(=O)Nc2nc3cc4c(cc3s2)OCCO4)c1
  -0.5, -16.3, 1.3, 4.2, -1.5, 0.7, 0.4, 1.8, 336.5, -7.5, 96.9
CC(C)C[C@H]1COCCS(=O)(=O)N1Cc1cccc(C(F)(F)F)c1
  -4.9, ·, 5.6, -14.4, 1.2, -5.3, 3.7, 3.6, -5.2, -30.9, 99.5
O=c1c2cc(NC(=S)NCCCN3CCC(Cc4ccccc4)CC3)ccc2nc2n1CCCCC2
  4.3, ·, 3.0, -3.7, -1.0, -0.3, 1.5, 1.5, -9.2, -14.7, 124.9
